Tau fluor counter = Counterscreen qHTS for Inhibitors of Tau Fibril Formation, Fluorescence Polarization | Potency, µM (doses to about 57.7 µM), for inactives: top-dose activity change, negative = decrease | actives 0.93% (n = 280,000) | tau K18 P301L Alexa594 fluorescence, heparin fibrillization | AID 1463, 2008; further: on the % scale 0 is the no-effect control and ±100 the full control effect; nearly all actives have a fitted effect of over 55% in size
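Human tau K18 P301L (15 uM unlabeled, 0.24 uM Alexa 594-labeled) in 100 mM sodium acetate pH 7 with 20 uM heparin, 6 hr at 37 C. ThT 30 uM added, 1 hr ambient; Alexa 594 FP and total fluorescence read at 555/632 nm.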
Tau FP inhib = qHTS for Inhibitors of Tau Fibril Formation, Fluorescence Polarization. Microtubule-associated protein tau (Homo sapiens), P10636. K18 P301L tau heparin fibrillization, Alexa594 FP, 6 h. Potency, µM (highest dose often 57.7 µM), for inactives: at the top dose activity, negative = inhibition, hits mostly inhibitors. actives 0.39% (n = 280,000); further: on the % scale 0 is the no-effect control and ±100 the full control effect; nearly all actives have a fitted effect of over 55% in size
Target sequence (P10636 561-689 P618L limits assumed): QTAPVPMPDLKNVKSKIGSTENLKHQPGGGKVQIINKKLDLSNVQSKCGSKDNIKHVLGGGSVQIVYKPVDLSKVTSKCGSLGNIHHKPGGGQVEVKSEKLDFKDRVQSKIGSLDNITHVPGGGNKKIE
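Read-out: fluorescence polarization of Alexa 594-labeled tau (0.24 uM), 555 nm excitation, 632 nm emission. Mixtures held 15 uM unlabeled K18 P301L, compound and 20 uM heparin, pH 7 acetate buffer, incubated 6 hr at 37 C.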
aGlu spleen mod = qHTS Assay for Inhibitors and Activators of Human alpha-Glucosidase From Spleen Homogenate; AID 2112, 2009; Potency, µM (titrated, usually from 79.9 µM), inactives show at the highest dose activity change, negative = inhibition, usual class: inhibitors; Lysosomal alpha-glucosidase (Homo sapiens), P10253; human spleen homogenate, 4-MU-alpha-glucoside fluorescence; actives 0.006% (n = 240,000);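 further: 0% = enzyme with vehicle and -100% = no enzyme basal signal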
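Enzyme source: human spleen homogenate, 1 ug/well. Buffer 50 mM citric acid/K phosphate pH 5.0, 0.01% Tween-20. 4-MU-alpha-glucoside 1 mM; 37 C x 40 min; NaOH/glycine stop; fluorescence.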
Tau fibril ThT = qHTS for Inhibitors of Tau Fibril Formation, Thioflavin T Binding; Microtubule-associated protein tau (Homo sapiens), P10636; recombinant tau K18 P301L, heparin-induced fibrillization, ThT fluorescence; Potency, µM (highest dose often 57.4 µM), for inactives: at the highest dose activity, negative = inhibition, hits mostly inhibitors; actives 2.1% (n = 270,000); AID 1460, 2008; further: on the % scale 0 is the no-effect control and ±100 the full control effect; nearly all actives have a fitted effect of over 55% in size
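Using a mix of unlabeled (15 uM) and Alexa 594-labeled (0.24 uM) tau K18 P301L, heparin-triggered fibrillization over 6 hr at 37 C was scored by ThT fluorescence.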
GAA glycogen mod = qHTS Assay for Inhibitors and Activators of Human alpha-Glucosidase Cleavage of Glycogen | recombinant GAA, glycogen substrate, Amplex Red glucose oxidase fluorescence | Potency, µM (top dose mostly 76.4 µM), for the others: at the top dose activity change, negative = inhibition, hits mostly inhibitors | Lysosomal alpha-glucosidase (Homo sapiens), P10253 | actives 0.38% (n = 300,000);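 further: 0% = full enzyme reaction and -100% = no-enzyme basal signal; the screen sought inhibitors and activators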
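Natural-substrate format: glycogen cleavage by 4 nM human enzyme, glucose read by Amplex Red coupling (Ex 573, Em 610 nm). Normalized to enzyme and no-enzyme controls.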
HTT cytoprotect = qHTS Multiplex Assay to Identify Dual Action Probes in a Cell Model of Huntington: Cytoprotection (ATP) | PC12 HTT-Q103 induced, cytoprotection, ATP luminescence, 40 h | Potency, µM (doses to about 56.4 µM), inactives show cytoprotection (ATP increase), actives largely listed as activators | actives 0.14% (n = 230,000) | AID 1471, 2008;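 further: % of control where 0% means no effect; nearly all actives have a fitted effect of over 45% in size; toxic huntingtin expression switched on by the ecdysone agonist tebufenozide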
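PC12 cells with ecdysone-inducible HTT exon 1 Q103-GFP, induced with 100 nM tebufenozide and co-treated with library compounds in a dose series (1536-well, 1500 cells/well). Cytoprotection read as ATP content by ATPlite luminescence.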
aGal spleen mod = qHTS Assay for Inhibitors and Activators of Human alpha-Galactosidase From Spleen Homogenate; Alpha-galactosidase A (Homo sapiens), P06280; human spleen homogenate, 4MU-alpha-Gal fluorescence, 40 min; Potency, µM (highest dose often 80 µM), for inactives: at the top dose activity change, negative = inhibition, usual class: inhibitors; actives 0.008% (n = 240,000);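 further: 0% = enzyme with vehicle and -100% = no enzyme basal signal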
Target sequence (P06280 32-429 limits assumed): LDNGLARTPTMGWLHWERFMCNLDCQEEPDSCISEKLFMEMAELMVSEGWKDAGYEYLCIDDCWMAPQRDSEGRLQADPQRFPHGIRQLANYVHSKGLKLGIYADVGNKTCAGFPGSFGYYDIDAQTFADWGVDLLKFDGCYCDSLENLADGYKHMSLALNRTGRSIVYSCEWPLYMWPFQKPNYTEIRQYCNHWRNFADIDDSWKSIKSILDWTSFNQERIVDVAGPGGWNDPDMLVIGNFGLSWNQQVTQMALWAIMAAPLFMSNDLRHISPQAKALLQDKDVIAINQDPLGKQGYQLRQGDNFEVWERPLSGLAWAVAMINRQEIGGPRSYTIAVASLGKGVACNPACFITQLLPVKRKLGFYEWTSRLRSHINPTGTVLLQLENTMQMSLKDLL
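Human spleen homogenate (1 ug) as enzyme source, 4-methylumbelliferyl-alpha-D-galactopyranoside 1 mM final, citrate/phosphate pH 5.0 with 0.01% Tween-20. Compounds 40 min at 37C, NaOH/glycine stop; fluorescence Ex 365/Em 440, Hill-fit AC50.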
GAA inh = qHTS Assay for Inhibitors of Human alpha-Glucosidase as a Potential Chaperone Treatment of Pompe Disease; Lysosomal alpha-glucosidase (Homo sapiens), P10253; purified human GAA, 4-MU-alpha-glucoside fluorescence; Potency, µM (series often up to 76.9 µM), for the others: at the top dose activity change, negative = inhibition, most hits filed as inhibitors; actives 0.005% (n = 200,000); AID 1466, 2008;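 further: plate controls were uninhibited enzyme wells for no effect and no-enzyme background for full effect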
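Fluorogenic assay: 4 nM human alpha-glucosidase with 400 uM 4-methylumbelliferyl-alpha-D-pyranoside in 50 mM citrate/phosphate, 0.005% Tween-20, pH 5.0, 20 min at room temperature. Compounds tested up to 77 uM; AC50 from Hill fits.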
* = called active by the depositor; ? = inconclusive; · = no result given; & = joins results of further samples; [ ] = remark or other dose. The call rests on the fitted dose curve; in most records, active means well fitted curve in the direction sought with a large enough effect; inconclusive means small, poorly fitted or top-dose-only effect, or another doubt; inactive means no such curve, though single readings can be large; an effect the other way counts as inactive or inconclusive. Potency means the concentration at half of the fitted maximal effect.

Screens in order: GAA inh | Tau FP inhib | HTT cytoprotect | aGlu spleen mod | Tau fluor counter | aGal spleen mod | Tau fibril ThT | GAA glycogen mod
Cc1c(C(=O)Nc2ccc(F)cc2)oc2ccc(S(=O)(=O)N3CCCC3)cc12
    -1% | -18% | -17% | 4% | -29% | 1% | -7% | -3%
COc1ccc(/C=C2\SC(=S)N(c3cccnc3)C2=O)cc1
    · | 5% | -16%[10 µM] | 4% | 3% | 5% | ? | -2%
COc1ccc(C)cc1C(=O)C1CC(C(=O)O)C(C)(C)C1C (stereo unspecified)
    -2% | 3% | -10% | 0% | -5% | 9% | -4% | -10%
COc1ccc(N2CCN(c3ccc(NC(=O)C4CCCCC4)cc3C#N)CC2)cc1
    9% | 7% | -19% | -3% | -9% | 4% | ? | 1%
O=C(NCc1cccc(F)c1)c1noc2c1CCCC2
    -20% | -4% | -37%[10 µM] | -12% | 6% | -1% | 3% | 9%
Cc1cc(C(=O)N2CCCC(C(=O)c3ccc4ccccc4c3)C2)nn1C (stereo unspecified)
    4% | 7% | -11% | 2% | -1% | -1% | -3% | -11%
COC(=O)/C(C#N)=C1/C=Cc2ccccc2N1
    -3% | -1% | -3% | 6% | -9% | 3% | ? | 2%
CCN(CC)S(=O)(=O)c1ccc(N2CCOCC2)c(NC(=O)COc2ccc(Cl)cc2)c1
    · | 14% | 3%[10 µM] | -7% | -9% | 7% | -3% | 5%
COc1ccc(N2CCN(C(=O)CCNS(=O)(=O)c3cccs3)CC2)cc1
    -4% | -6% | 18% | -1% | -20% | 3% | ? | -11%
CCOC(=O)N1CCC(NC(=O)c2cc(C(=O)Nc3ccc(OCC)cc3)ccc2CO)CC1
    4% | 2% | -15% | 0% | -9% | -5% | ? | 0%
O=C(/C=C/c1ccccc1)Nc1cccc(C(=O)O)c1
    0% | 0% | -61%[inhibitor][10 µM] | 4% | -4% | 6% | 6% | -2%
CCOc1ccc(Nc2nc(NCc3ccco3)nc(N)c2[N+](=O)[O-])cc1
    -5%[15.4 µM] | -4% | -30%[10 µM] | 7% | -21% | -4% | -22% | -1%
CC(=O)OCCOc1nc(NC(C)C)nc(NC(C)C)n1
    -4% | 6% | · | 3% | 5% | -1% | 6% | 6%
Cc1cccc(-c2nc3c4ccccc4nc(NCCc4ccccc4)n3n2)c1
    · | -7% | · | · | -17% | · | 12% | 1%[76.3 µM]
O=C(CCSc1ccccc1)N1CCCC1
    1%[15.4 µM] | -2% | ? | 5% | -8% | 5% | -9% | 4%
Clc1ccc(/C=C/c2nc3ccccc3[nH]2)cc1
    ? | -18% | -89%[inhibitor] | 14% | ? | ? | ? | 5%
CCOCCOC(=O)NCCCCCCNC(=O)OCCOCC
    · | 12% | -6%[10 µM] | 2% | 10% | 2% | 1% | 1%
COC(=O)c1ccc(COc2ccc(C)cc2[N+](=O)[O-])o1
    · | 3% | -12%[10 µM] | 11% | -24% | 16% | ? | 8%
CCn1cc(C2C3=C(CC(C)(C)CC3=O)N(c3ccccc3)C3=C2C(=O)CC(C)(C)C3)c(C)n1
    7% | 10% | 9%[10 µM] | 11% | 15% | 3% | 8% | -15%
Cc1ccc(NC(=O)CCn2c(=O)c3cccn3c3ccccc32)cc1C
    · | 8% | · | · | -18% | · | -12% | 6%[76.3 µM]
COc1ccc(CNc2nc3ccccc3n2Cc2ccccc2)cc1OC
    6% | 8% | -29% | 2% | -17% | -5% | -3% | 2%
O=C1c2cccc3cccc(c23)N1Cc1ccc(F)cc1
    -1% | 3% | 4%[10 µM] | 1% | 1% | 6% | 1% | -11%
Cc1cn2c(=O)cc(COc3ccc(NC(=O)COc4ccccc4)cc3)nc2s1
    · | -11% | · | · | -5% | · | ? | ?
O=C(O)CCc1nn2c3ccccc3n(Cc3ccccc3)c2nc1=O
    4% | 2% | -20% | 0% | 1% | 3% | 10% | -12%
O=C(OCC(=O)N1CCCCC1)c1cc2ccccc2cc1O
    5% | -5% | -21%[0.074 µM] | 0% | -15% | -8% | ? | -5%
CCOC(=O)c1c(NC(=O)C(C)Sc2c[nH]c3ccccc23)sc2c1CCC2 (stereo unspecified)
    -8% | ? | · | -3% | 7.9µM*[quencher] | -3% | -16% | -9%
CCN1CCN(C(=O)CN(CCc2ccccc2)S(C)(=O)=O)CC1
    0% | -6% | -2% | -6% | -6% | -4% | -7% | -5%
CC(C)CN(C(=O)CN1CCN(c2ccccc2F)CC1)c1c(N)n(CC(C)C)c(=O)[nH]c1=O
    1% | -3% | -33%[10 µM] | -7% | 1% | -1% | -1% | 9%
O=C(NC1CCCCCCC1)c1ccc2c(c1)N(Cc1ccc(F)cc1)C(=O)CS2=O (stereo unspecified)
    3% | 9% | -8% | -14% | -12% | -17% | -9% | -6%
COc1ccc(C(=O)OCCN2CCOCC2)cc1
    -2% | 4% | 30%[10 µM] | 4% | 4% | 5% | 0% | 8%
Cc1ccc2[nH]c3c(N4CCc5ccccc5C4)ncnc3c2c1
    1% | ? | -85%[inhibitor] | -4% | 25µM*[quencher] | 4% | ? | -5%
NNC(=S)Nc1ccc(C(F)(F)F)cc1Cl
    -3% | 5% | -4%[10 µM] | 2% | ? | 5% | ? | -23%
CC(C)N(Cc1nc(-c2ccc(Cl)cc2)no1)C(=O)CCC1CCCC1
    -12% | 10% | 5% | -1% | -14% | 0% | -22% | 3%
CC(C)(C)c1nnc(N/N=C/c2ccccc2O)n(N)c1=O
    ? | 7% | -66%[inhibitor][10 µM] | -23% | -6% | -4% | -8% | -23%
Cc1c([N+](=O)[O-])nnn1-c1cc(Cl)cc(Cl)c1
    0% | 4% | -14% | · | -5% | 5% | -9% | 1%
CCCc1cc(=O)oc2cc(OCc3ccc(OC)cc3)c(Cl)cc12
    5% | -9% | -6%[10 µM] | 2% | -2% | 10% | -7% | 4%
Cc1c(C(=O)N(C)Cc2ccccc2)oc2ccc(S(=O)(=O)N3CCCC3)cc12
    -18% | 3% | -77%[inhibitor] | -10% | -5% | -5% | ? | -2%
C=CCn1c(SCC(=O)NC2CCCc3ccccc32)nnc1-c1ccncc1 (stereo unspecified)
    8% | -5% | 29%[10 µM] | 7% | -5% | -20% | -9% | 5%
Cc1sc(NC(=O)CN(Cc2ccccc2)C(=O)C2CC2)c(C(N)=O)c1C
    0% | -2% | -7%[10 µM] | 4% | -15% | 6% | -12% | 11%
CCOC(=O)c1c(O)c2c(n(Cc3ccco3)c1=O)CCCC2
    -9% | -4% | 20% | -5% | 0% | -1% | -8% | -3%
CCN1CCN(C(c2cccs2)C(C)NC(=O)c2cccnc2)CC1 (stereo unspecified)
    -1% | -4% | 15% | -13% | -4% | -3% | -9% | 0%
CCOC(=O)c1sc(=NC(=O)CCS(=O)(=O)c2ccccc2)n(C)c1C
    -4% | -1% | 6% | · | 0% | 3% | -3% | 6%
COc1cccc(N/C(=N/C(=S)Nc2ccc(C)cc2C)Nc2nc(C)cc(C)n2)c1
    · | 2% | 9%[10 µM] | 0% | -22% | 3% | -15% | -2%
COC(=O)COC(=O)c1ccc(Oc2nc(OC)nc(N(C)C)n2)cc1
    1% | -4% | 4% | -9% | 4% | -3% | 5% | 13%
COc1ccc(OCc2nc(N)nc(Nc3ccc(C)cc3)n2)cc1
    -1% | ? | -24% | -9% | -23% | -12% | -13% | -3%
CN(C)c1ccnc(-n2cccc2/C=N/OCc2ccccc2)c1C#N
    0% | -7% | 26%[10 µM] | -17% | -18% | 0% | -10% | 3%
CCC[C@@H]1C[C@@]1(CCC)[C@@H](NC(=O)c1ccccc1)c1ccc(C(=O)OC)cc1
    -10% | 12%&-1% | -14% | -9%&-12% | -12%&-6% | -5%&0% | -20%&0% | -8%

Shown as a markdown table: entries from further up
| SMILES | GAA inh | Tau FP inhib | HTT cytoprotect | aGlu spleen mod | Tau fluor counter | aGal spleen mod | Tau fibril ThT | GAA glycogen mod |
| --- | --- | --- | --- | --- | --- | --- | --- | --- |
| C=CCn1c(SCC(=O)NC2CCCc3ccccc32)nnc1-c1ccncc1 (stereo unspecified) | 8% | -5% | 29%[10 µM] | 7% | -5% | -20% | -9% | 5% |
| Cc1sc(NC(=O)CN(Cc2ccccc2)C(=O)C2CC2)c(C(N)=O)c1C | 0% | -2% | -7%[10 µM] | 4% | -15% | 6% | -12% | 11% |
| CCOC(=O)c1c(O)c2c(n(Cc3ccco3)c1=O)CCCC2 | -9% | -4% | 20% | -5% | 0% | -1% | -8% | -3% |
| CCN1CCN(C(c2cccs2)C(C)NC(=O)c2cccnc2)CC1 (stereo unspecified) | -1% | -4% | 15% | -13% | -4% | -3% | -9% | 0% |
| CCOC(=O)c1sc(=NC(=O)CCS(=O)(=O)c2ccccc2)n(C)c1C | -4% | -1% | 6% | · | 0% | 3% | -3% | 6% |
| COc1cccc(N/C(=N/C(=S)Nc2ccc(C)cc2C)Nc2nc(C)cc(C)n2)c1 | · | 2% | 9%[10 µM] | 0% | -22% | 3% | -15% | -2% |

Source: PubChem BioAssay
